From PubChem BioAssay
D1 ag: human D1 receptor agonism | activation, % at 2 µM | hit rate 1% among 360,000 | AID 504660 | HEK293 T-REx D1 cells, calcium flux, agonist mode | P21728; also: 0% is about no effect
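Inducible HEK293 T-REx D1 cells, force-coupled to calcium signalling, were plated at 4000 cells/well with tetracycline and held overnight at 30 C. After no-wash calcium dye loading, compound-evoked calcium rise over 180 s flagged agonists.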
TRHR PAM: TRH receptor (human) allosteric enhancement | enhancement, % at 2 µM | TRHR cells, fluo-8 calcium fluorescence, EC20 TRH enhancement | AID 493056 | hit rate 0.66% among 360,000 | P34981; in the data active = enhancement above about 30%; also: 0% is about no effect
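TRHR-expressing cells loaded with fluo-8 calcium dye were read kinetically (ex 480/em 530) during compound addition, then stimulated with an EC20 of TRH (10 nM final). Enhancement of the Gq-mediated intracellular calcium response was scored.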
D2 antag: antagonizes the human D2 dopamine receptor. P14416. hit rate 2% among 340,000. HEK293 TREx D2 cells, calcium flux, dopamine EC80. AID 485344. inhibition, % at 10 µM; in the data active = inhibition above about 30%; also: 0% is about no effect
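HEK293 T-REx D2 cells, tet-induced, calcium dye no-wash. Cpd pintool add, 180 s kinetic, then EC80 DA, 180 s kinetic. Ca flux read.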
D1 PAM: enhances dopamine response at the human D1 receptor | P21728 | HEK293 TREx D1 cells, calcium flux, dopamine EC20 potentiation | potentiation, % at 10 µM | hit rate 0.036% among 360,000 | AID 504651; in the data active = potentiation above about 30%; also: 0% is about no effect
D2 agonist: D2 dopamine receptor (human) agonism; HEK293 T-REx D2 cells, calcium flux agonist mode; activation, % at 2 µM; hit rate 0.53% among 340,000; P14416;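 active = activation over 3 SD above normal in the single-dose calcium agonist read, cut at about 30% in these data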; also: 0% is about no effect
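Calcium-flux readout, 1 cycle/sec over 180 s following compound pin transfer, in inducible HEK293 Trex D2 cells (force-coupled); dopamine controls included. Positive calcium responses during this window marked compounds as potential agonists.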
RXFP1 antagonist: blocks the human relaxin receptor RXFP1; Q9HBX9; HEK293-RXFP1, relaxin-stimulated cAMP HTRF, 30 min; stronger effect = lower value; activity change, negative = inhibition, % at 57.5 µM; hit rate 0.59% among 350,000; AID 1259400;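 active = activity change of -60% or lower, but not beyond a set lower limit; inconclusive = change between -60% and -40%, or beyond the set limit; inactive = change above -40%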; also: % is scaled to controls: 0 for no effect and ±100 for the full control effect
Target sequence (Q9HBX9 whole entry, looked up): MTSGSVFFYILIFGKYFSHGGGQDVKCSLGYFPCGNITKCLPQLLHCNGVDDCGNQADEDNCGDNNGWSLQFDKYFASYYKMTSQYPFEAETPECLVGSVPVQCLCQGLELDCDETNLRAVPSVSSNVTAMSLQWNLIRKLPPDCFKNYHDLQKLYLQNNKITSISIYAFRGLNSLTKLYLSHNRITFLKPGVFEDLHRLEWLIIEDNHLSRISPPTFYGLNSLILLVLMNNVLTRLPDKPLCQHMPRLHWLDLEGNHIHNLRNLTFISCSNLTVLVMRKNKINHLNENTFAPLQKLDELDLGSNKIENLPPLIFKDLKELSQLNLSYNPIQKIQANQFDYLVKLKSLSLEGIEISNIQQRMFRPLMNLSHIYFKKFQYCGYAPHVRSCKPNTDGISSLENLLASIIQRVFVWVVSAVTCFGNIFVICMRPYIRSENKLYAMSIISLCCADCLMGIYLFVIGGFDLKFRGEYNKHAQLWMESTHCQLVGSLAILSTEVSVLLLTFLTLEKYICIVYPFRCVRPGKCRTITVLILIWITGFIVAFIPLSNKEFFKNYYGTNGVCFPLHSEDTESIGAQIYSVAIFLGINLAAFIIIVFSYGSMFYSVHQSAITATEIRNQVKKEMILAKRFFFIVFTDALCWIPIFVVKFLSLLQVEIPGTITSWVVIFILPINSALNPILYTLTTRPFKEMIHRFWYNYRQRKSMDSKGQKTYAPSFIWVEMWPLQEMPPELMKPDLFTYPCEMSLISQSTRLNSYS
D2 potentiator: positively modulates the human D2 dopamine receptor allosterically; P14416; HEK293 T-REx D2, calcium flux, EC20 dopamine potentiation; potentiation, % at 10 µM; hit rate 0.34% among 340,000;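 active = potentiation over 3 SD above the plate norm, cut at about 30% in these data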; also: 0% is about no effect
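Primary screen. Calcium kinetics in induced HEK293 T-REx D2 cells: compound pre-addition 180 s, EC20 dopamine, 180 s more.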
TRHR agonist: agonists of human TRH receptor. P34981. TRHR cells, calcium flux fluo-8, FDSS agonist mode. activation, % at 2 µM. hit rate 0.18% among 360,000. AID 493084; also: 0% is about no effect
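Read-out: compound-evoked intracellular calcium rise in TRHR cells, fluo-8 dye, kinetic FDSS fluorescence at 1 s/cycle following a 10-cycle baseline. Cells cultured overnight before dye loading (30 min–1.5 h, RT).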
D1 antagonist: human D1 dopamine receptor antagonism; activity change, negative = inhibition, % at 10 µM; AID 504652; hit rate 3.2% among 360,000; HEK293 TREx D1 cells, calcium flux, dopamine EC80; stronger effect = lower value; P21728; in the data active = activity change below about -30%; also: % is scaled to controls: 0 for no effect and ±100 for the full control effect
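Inducible Hek293 Trex D1 cells (tetracycline, overnight, 30 C). Calcium dye 30–90 min RT. Antagonist mode: EC80 dopamine added after 180 s compound read.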
Numbers without * were called inactive; ? = inconclusive; nt = no result given. Rule as the data show it, unless noted: active = activation above about 30%; inactive = the rest.

1. CCOc1ccccc1NC(=O)c1c(NCc2sccc2C)sc2c1CCCCC2
2. O=C(Nc1ccc(F)cc1)c1ccc(=O)[nH]n1
3. Cc1ccc(C(=O)N2CCN(C3CCCCC3)CC2)s1
4. CCc1ccc(-c2nc3c(c(SCc4ccccc4)n2)Cc2c(CO)cnc(C)c2O3)cc1
5. CCOC(=O)CNC(=S)N(Cc1ccco1)Cc1ccccc1Cl
6. Nc1c2c(nc3ccccc13)N(C1CCCCC1)CC2

compound no.	1	2	3	4	5	6
D1 ag	0	1	3	0	0	-2
TRHR PAM	0	4	-3	29	-4	-3
D2 antag	nt	12	5	nt	nt	24
D1 PAM	5	-8	-6	-4	-6	-9
D2 agonist	0.5	0.6	-0.4	1.8	nt	-0.6
RXFP1 antagonist	?	0	2	2	1	-8
D2 potentiator	-3	-1	-9	-1	2	-29
TRHR agonist	0.2	0.7	0.8	0.7	-0.6	0.2
D1 antagonist	27	11	6	-15	2	-37*

Individual results from the list.
Under D1 PAM, entry 1 has 5
Under RXFP1 antagonist, entry 4 has 2
Under D2 agonist, entry 6 has -0.6
Under D2 antag, entry 3 has 5

Complete entries, looked up by structure:
Record of O=C(Nc1ccc(F)cc1)c1ccc(=O)[nH]n1 : D1 ag: 1; TRHR PAM: 4; D2 antag: 12; D1 PAM: -8; D2 agonist: 0.6; RXFP1 antagonist: 0; D2 potentiator: -1; TRHR agonist: 0.7; D1 antagonist: 11
Record of Nc1c2c(nc3ccccc13)N(C1CCCCC1)CC2 : D1 ag: -2; TRHR PAM: -3; D2 antag: 24; D1 PAM: -9; D2 agonist: -0.6; RXFP1 antagonist: -8; D2 potentiator: -29; TRHR agonist: 0.2; D1 antagonist: -37*
Record of CCOC(=O)CNC(=S)N(Cc1ccco1)Cc1ccccc1Cl : D1 ag: 0; TRHR PAM: -4; D2 antag: nt; D1 PAM: -6; D2 agonist: nt; RXFP1 antagonist: 1; D2 potentiator: 2; TRHR agonist: -0.6; D1 antagonist: 2

(continued)
7. COCc1cc(C)nc(SCC[N+](C)(C)CC(=O)c2ccccc2)c1C#N
8. COc1ccc(Cc2nnc(NC(=O)Cn3cnc4c3c(=O)n(C)c(=O)n4C)s2)cc1
9. Cc1ccc(/C=N/N=C2/NC(=O)C(CC(=O)Nc3ccc(Cl)cc3)S2)o1 (stereo not drawn)
10. COC(=O)c1ccc(/C=C2/SC(=S)N(CCC(=O)NCCCN3CCOCC3)C2=O)cc1
11. O=C(Nc1cccc(C(F)(F)F)c1)C1CCN(c2nnc(-n3cccc3)s2)CC1
12. O=C1CC(N(O)c2ccccc2)C(=O)N1Cc1ccccc1 (stereo not drawn)

compound no.	7	8	9	10	11	12
D1 ag	1	1	1	4	3	3
TRHR PAM	-2	11	0	-2	-1	2
D2 antag	10	5	-8	7	nt	0
D1 PAM	0	-2	0	-1	-9	-8
D2 agonist	0.0	0.3	1.5	0.2	0.5	-0.1
RXFP1 antagonist	-3	2	-3	-3	-25	-2
D2 potentiator	nt	10	-5	15	-13	-1
TRHR agonist	0.2	0.7	-0.3	-1.8	-1.0	0.1
D1 antagonist	-15	6	-7	8	-23	3

13. Clc1ccc(C(CCN2CCCC2)Cc2ccccc2)cc1 (stereo not drawn)
14. O=c1c(OC2OC(CO)C(O)C(O)C2OC2OC(CO)C(O)C(O)C2OC2OC(CO)C(O)C(O)C2O)c(-c2ccc(O)c(O)c2)oc2cc(O)cc(O)c12 (stereo not drawn)
15. COc1ccc(OCC(=O)Nc2ccc(S(=O)(=O)N3CCCCC3)cc2)cc1
16. C#CCOCCOCCOCCNc1nc(N2CCN(C(=O)[C@H]([C@@H](C)CC)n3cc(CCCN=C(N)N)nn3)CC2)nc(N2CCN(C(=O)[C@H](CCCCN)n3cc(CCC(=O)O)nn3)CC2)n1
17. CC1(C)OC(=O)C(=CNc2ccccc2)C(=O)O1
18. CCCOc1ccc(N2CC(C(=O)NC3=NCCS3)CC2=O)cc1 (stereo not drawn)

compound no.	13	14	15	16	17	18
D1 ag	10	9	4	-2	3	0
TRHR PAM	-1	-4	5	6	-1	1
D2 antag	10	6	-20	-2	8	-10
D1 PAM	-6	-8	-5	1	-3	-8
D2 agonist	0.0	1.2	-0.2	-1.6	0.3	0.1
RXFP1 antagonist	-2	nt	-7	nt	-2	4
D2 potentiator	-11	1	12	19	-3	6
TRHR agonist	0.2	0.0	-0.1	-0.4	0.8	1.4
D1 antagonist	0	1	-4	-7	-3	4

19. Cc1ccc(CCNS(=O)(=O)c2ccc3c(c2)N(C)CCO3)cc1
20. O=C(NC1CCCC1)c1ccc2c(=O)n(Cc3ccccc3)c(SCc3ccc([N+](=O)[O-])cc3)nc2c1
21. CCCCNC(=O)COC(=O)c1cc(S(=O)(=O)N2CCCCCC2)ccc1OC
22. Cc1c(Cl)cccc1NC(CC(=O)c1ccccc1)C(=O)OCC(=O)c1cccs1 (stereo not drawn)
23. CCCCNC(=O)C1c2cc(OC)c(OC)cc2C(=O)N(C)C1c1ccc(OC)cc1 (stereo not drawn)
24. CCN(CC)c1ccc(/C=C2\CCC(/C=N/NC(=O)c3ccc(=O)n(C)c3)=C2N2CCOCC2)cc1

compound no.	19	20	21	22	23	24
D1 ag	2	1	1	9	2	74*
TRHR PAM	-6	-1	0	25	-3	11
D2 antag	-1	nt	-1	-21	1	2
D1 PAM	-2	-2	-2	-3	7	7
D2 agonist	0.4	-0.3	0.2	1.0	1.0	18
RXFP1 antagonist	-38	7	7	-8	6	-5
D2 potentiator	2	nt	5	6	-3	-4
TRHR agonist	-1.0	0.4	-0.8	1.4	0.1	36*
D1 antagonist	-24	15	2	-6	9	13

25. Cc1cccc(NC(=O)c2cc3c(n(-c4ccccc4)c2=O)CCCC3=O)n1
26. COc1cc(C(=O)OC(C)C(=O)NC2CCCCC2C)c([N+](=O)[O-])cc1OC (stereo not drawn)
27. O=C1C2CCCN2C(c2ccc(F)cc2)N1c1cccc(Cl)c1 (stereo not drawn)
28. O=C(CCCCCNC(=O)N1CCn2c1nc1ccccc12)NCc1ccc(F)cc1
29. CCOC(=O)CC1C(=O)NCCN1S(=O)(=O)c1ccc(C)cc1 (stereo not drawn)
30. COC(CNC(=O)c1c[nH]c2ccc(S(=O)(=O)N3CCOCC3)cc2c1=O)OC

compound no.	25	26	27	28	29	30
D1 ag	2	0	1	0	5	0
TRHR PAM	-2	-3	5	3	-1	13
D2 antag	4	-30	-7	10	6	2
D1 PAM	0	6	-5	17	6	-4
D2 agonist	0.5	1.8	1.1	0.0	1.2	0.6
RXFP1 antagonist	9	5	4	25	-1	15
D2 potentiator	9	-23	2	14	-3	-4
TRHR agonist	-0.1	-0.3	-0.4	1.7	0.1	0.3
D1 antagonist	-1	24	-24	8	12	10

31. CCCCC(=O)NC(c1ccc(OC)c(OC)c1)c1c(O)ccc2ccccc12 (stereo not drawn)
32. CC1Cc2cc(S(=O)(=O)N3CCCC(C(=O)N4CCCCC4)C3)ccc2N1C(=O)C1CC1 (stereo not drawn)
33. Cc1ccc(NC(=O)COC(=O)C2CSC3(C)CCC(=O)N23)c(C)c1 (stereo not drawn)
34. Cc1[nH]nc(Nc2ccccc2)c1[N+](=O)[O-]
35. COc1ccc(Cc2nnc(NC(=O)Cc3cccs3)s2)cc1OC
36. O=c1ccc(-c2ccc(S(=O)(=O)Nc3ccc(F)cc3)s2)n[nH]1

compound no.	31	32	33	34	35	36
D1 ag	1	0	2	2	1	2
TRHR PAM	4	-1	9	-5	7	-3
D2 antag	-18	9	7	-37	-12	5
D1 PAM	2	0	-2	3	0	-9
D2 agonist	0.1	0.1	0.3	0.6	-0.5	0.5
RXFP1 antagonist	-8	15	5	0	-9	16
D2 potentiator	21	2	5	-5	22	2
TRHR agonist	-0.3	-1.5	0.8	-0.4	0.2	-0.4
D1 antagonist	23	0	-18	-22	13	-2

37. c1ccc(COc2ccc(OCCCNC3CCCC3)cc2)cc1
38. COCC(C)NC(=S)NC(=O)c1cc(S(=O)(=O)N2CCOCC2)ccc1C (stereo not drawn)
39. COc1ccc(N(CC(=O)NCc2cccs2)S(=O)(=O)c2c(C)nn(C)c2C)cc1
40. CCOC(=O)c1cc(S(=O)(=O)N2CCN(c3ccc(C(C)=O)cc3)CC2)[nH]n1
41. C/C(=N\NC(=O)CSc1nc2ccccc2[nH]1)c1ccncc1
42. O=C1Nc2ccccc2S/C1=C\C(=O)N1CCCC1

compound no.	37	38	39	40	41	42
D1 ag	35*	1	1	2	-3	4
TRHR PAM	0	-2	6	-12	-3	4
D2 antag	-21	5	-11	nt	-7	1
D1 PAM	1	-1	-2	1	-1	-5
D2 agonist	0.6	0.1	0.6	1.6	0.2	8.6
RXFP1 antagonist	-86*	?	-3	-6	8	nt
D2 potentiator	7	-6	3	-3	0	5
TRHR agonist	3.4	0.6	-1.2	0.5	0.1	-0.6
D1 antagonist	-26	10	4	-6	-7	-4

43. Cc1ccc(C(=O)NNC(=O)C2CSC3(C)CCC(=O)N23)cc1 (stereo not drawn)
44. COc1ccc2c(Sc3ccc(C)cc3)c(C(=O)NCCc3ccccc3)[nH]c2c1
45. O=C(Cn1nc(-c2ccccc2)c2ccccc2c1=O)Nc1cccnc1
46. Cc1cc(NC(=O)CN2CCCCC2)n(-c2ccccc2)n1
47. COC(=O)c1ccc([C@@H]2C[C@H]3CN(Cc4cccnc4)C(=O)[C@]34CCCN24)cc1

compound no.	43	44	45	46	47
D1 ag	14	4	0	0	0
TRHR PAM	19	2	1	15	3
D2 antag	2	nt	2	nt	10
D1 PAM	0	0	-1	0	-4
D2 agonist	-0.1	0.7	-0.1	nt	0.4
RXFP1 antagonist	23	-8	-7	0	-16
D2 potentiator	-5	4	-5	nt	6
TRHR agonist	-1.0	0.3	-0.2	0.6	1.6
D1 antagonist	-1	-4	-2	-10	-1
